Bioassay records: PubChem BioAssay, several laboratories
TLR9-MyD88 block – blocks human TLR9 binding to MyD88; AID 504734; CHO BLA complementation TLR9-MyD88, CCF4 FRET ratio; 340,000 tested, 0.21% active; inhibition, % at 4.98 µM;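 active means inhibition above the mean over all tested compounds plus 3 SD, cut at about 21% in these data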;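 further: 0% = DMSO only wells and 100% = clavulanate BLA inhibitor control wells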
NOD2-RIPK2 inh – NOD2-RIPK2 protein interaction inhibition; O43353; CHO BLA complementation NOD2-RIPK2, CCF4 ratio; inhibition, % at 4.98 µM; 360,000 tested, 0.38% active; AID 624267; in the data active means inhibition above about 21%;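 further: 0% = vehicle only and 100% = reference blocker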
m5-HT2A agonist – agonists of mouse serotonin 5-HT2A receptor (HTR2A); P35363; CHO-K1 mHTR2A beta-arrestin complementation, luminescence; percent of 30 µM serotonin response; activation, % at 7.6 µM; 360,000 tested, 0.66% active; AID 624169;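 active means activation above a run cutoff, the mean activation of all tested compounds plus 3 SD, cut at about 14% in these data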;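 further: 0% = plate median of compound wells and 100% = 30 µM serotonin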
Target sequence (P35363 whole entry, looked up): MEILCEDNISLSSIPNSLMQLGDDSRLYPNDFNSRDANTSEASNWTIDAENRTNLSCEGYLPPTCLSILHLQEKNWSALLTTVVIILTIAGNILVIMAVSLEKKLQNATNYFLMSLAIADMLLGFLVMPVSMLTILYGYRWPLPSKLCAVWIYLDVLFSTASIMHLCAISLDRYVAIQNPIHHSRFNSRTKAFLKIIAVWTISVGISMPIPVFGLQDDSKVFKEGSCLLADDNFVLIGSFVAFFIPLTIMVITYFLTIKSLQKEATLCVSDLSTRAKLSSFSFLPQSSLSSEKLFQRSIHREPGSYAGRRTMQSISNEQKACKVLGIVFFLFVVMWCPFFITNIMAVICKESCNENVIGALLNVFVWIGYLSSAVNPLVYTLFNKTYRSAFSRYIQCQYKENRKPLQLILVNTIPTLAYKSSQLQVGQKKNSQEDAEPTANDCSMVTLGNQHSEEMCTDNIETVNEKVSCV
MC4R barr agon – human MC4R agonism via beta-arrestin; P32245; activation, % at 8.9 µM; AID 540308; 360,000 tested, 0.98% active; U2OS MC4R beta-arrestin complementation, luminescence; percent of melanotan II response, DMSO zero;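 active means activation above a per-plate cutoff, the mean activation of sample wells on that plate plus 3 SD, cut at about 8% in these data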
Target sequence (P32245 whole entry, looked up): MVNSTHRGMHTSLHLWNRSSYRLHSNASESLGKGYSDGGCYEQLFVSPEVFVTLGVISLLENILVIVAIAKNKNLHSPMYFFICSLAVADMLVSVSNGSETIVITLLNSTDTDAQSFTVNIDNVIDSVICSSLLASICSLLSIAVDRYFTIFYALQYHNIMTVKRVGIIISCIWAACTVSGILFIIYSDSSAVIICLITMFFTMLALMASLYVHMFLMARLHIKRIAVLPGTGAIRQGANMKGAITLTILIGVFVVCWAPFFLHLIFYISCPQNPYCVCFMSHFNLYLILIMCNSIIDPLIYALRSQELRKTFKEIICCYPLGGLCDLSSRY
N-glyco inh – N-linked glycosylation inhibition; D54 ERlucT glycosylation luciferase reporter, 24 h; percent of 100 nM tunicamycin response; reporter increase, % at 12.5 µM; 360,000 tested, 0.23% active;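 active means mean luciferase reporter signal, scaled so untreated is 0 and the glycosylation-blocking control 100, at or above a set limit in every replicate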;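 further: luciferase carries N-glycosylation sites so blocking glycosylation raises the light; 0% = median of neutral control wells and 100% = median of 100 nM tunicamycin wells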
H9c2 protect – modulators protecting cardiomyocytes from myocardial damage. 360,000 tested, 0.63% active. AID 588492. protection from H2O2 cell death, % at 20 µM. H9c2 cardiomyocytes, H2O2 injury protection, ATPLite, 2 h;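 active means compounds giving at least 50% protection of heart cells from peroxide-induced death in the single-dose screen, raw or plate-pattern-corrected value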;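 further: 0% = DMSO wells with peroxide and 100% = DMSO wells without peroxide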
MC4R antagonist – antagonists of human melanocortin 4 receptor (MC4R). P32245. MC4R-expressing cells, MTII-stimulated cAMP, LANCE TR-FRET. inhibition, % at 6.5 µM. 360,000 tested, 0.48% active. AID 540295;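 active means inhibition above its plate's cutoff, the mean of tested wells on that plate plus 3 SD, cut at about 29% in these data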;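 further: 0% = Melanotan II alone and 100% = Melanotan II plus saturating MCL0020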
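System: U2OS cells stably expressing human melanocortin 4 receptor (MC4R). Reagent: Melanotan II challenge after compound preincubation. Doses: 6.5 µM. Times: 30-min compound, 1-h challenge, 1-h detection, room temperature. Measured by: TR-FRET with Eu-cAMP and labeled anti-cAMP, 671 nm. Replicates: singlicate.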
NCOA2 inhibitor – inhibits human steroid receptor coactivator 2. 370,000 tested, 0.17% active. Q15596. inhibition, % at 9 µM. HEK293 GAL4-SRC2 luciferase reporter, luminescence;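 active means inhibition above the mean inhibition of all tested compounds plus 3 SD, set per campaign, cut at about 52% in these data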;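 further: 0% = DMSO treated cells and 100% = cells given Gossypol at 36 µM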
ABHD5-PLIN5 inh – inhibitors of human ABHD5-perilipin-5 interaction. 360,000 tested, 0.78% active. Q00G26+Q8WTS1. Split G. princeps luciferase complementation, luminescence, 4 h. inhibition, % at 4 µM;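 active means inhibition above the mean inhibition across every tested compound plus 3 SD, cut at about 22% in these data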;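 further: 0% = DMSO only wells and the 100% control is not disclosed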
ABCB6 inh MLPCN – blocks the human ABCB6 transporter; Q9NP58; K562-ABCB6 porphyrin accumulation, flow cytometry, 1 h; stronger effect = lower value; fluorescence ratio to DMSO, % at 10 µM; 360,000 tested, 0.19% active;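 active means fluorescence ratio to DMSO below 75%, the collection mean minus 3 SD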;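 further: signal is porphyrin accumulated inside mitochondria; 100% equals median channel fluorescence of DMSO control wells; lower ratio means ABCB6 inhibition with less porphyrin fluorescence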
An asterisk follows results filed as active; / = not tested or not shown; & = joins results of further samples. A portion of the library, so the mix of outcomes need not match the whole.

SMILES	TLR9-MyD88 block	NOD2-RIPK2 inh	m5-HT2A agonist	MC4R barr agon	N-glyco inh	H9c2 protect	MC4R antagonist	NCOA2 inhibitor	ABHD5-PLIN5 inh	ABCB6 inh MLPCN
Cc1cccc(-c2nnc(SCC(=O)Nc3nc4c(s3)CCCC4)n2C)c1	-6	0	1	-0.5	5	0	3	-18	4	89
CCOc1ccc(C(=O)NCCCN2CCCC2=O)cc1	-4	-2	4	0.0	-2	-3	0	-47	-2	91
COc1ccc(S(=O)(=O)NC(=O)C2(C)CCN2C(=O)COc2ccc(Cl)cc2)cc1OC (stereo not given)	/	-2	3	-1.2	0	-1	16	-2	2	101
COC(=O)Cc1cc(=O)n(-c2nc3ccccc3s2)[nH]1	2	-3	8	-0.2	4	8	2	-8	7	95
O=C(CCCOc1ccc(Br)cc1)NCCc1ccc(OC(F)F)cc1	-11	5	-4	-1.2	-3	-5	2	6	2	98
CCC(=O)Nc1ccc2c(c1)ncn2C	-3	-10	0	-2.6	1	-3	-13	22	15	103
CCC(C)NC(=O)c1oc2ccc(S(=O)(=O)N3CCC4(CC3)OCCO4)cc2c1C (stereo not given)	2	-3	0	-3.1	-4	-1	6	-9	-2	98
CCCCN1C(=O)c2ccc(C(=O)NCCN3C(=O)S/C(=C\c4cccnc4)C3=O)cc2C1=O	3	-6	0	1.4	1	4	0	-2	-2	99
O=C(c1ccc(S(=O)(=O)c2cccc(Cl)c2)c([N+](=O)[O-])c1)N1CCN(c2ccccn2)CC1	-15	-8	3	-3.4	-10	-21	8	28	-5	84
CS(=O)(=O)Nc1ccc(-c2ccc3nccn3c2)cc1	/	-13	0	0.1	2	52*	-6	-24	6	98
O=C(NNC(=O)c1ccc2c(c1)OCO2)NC12CC3CC(CC(C3)C1)C2	-4	-9	-3	-2.7	2	-4	10	-11	-8	101
O=C(CP(=O)(c1ccccc1)c1ccccc1)N/N=C/c1cc(Br)cc(Br)c1O	-3	1	-6	0.1	-5	71*	-1	-47	-4	107
Cc1cc(C(=O)NP(=O)(N2CC(C)OC(C)C2)N2CC(C)OC(C)C2)c(C)n1C1CC1 (stereo not given)	-11	-11	-5	-1.4	-1	4	11	-1	8	98
COc1cccc(-c2nnc(NC(=O)c3ccc(S(=O)(=O)N(CC(C)C)CC(C)C)cc3)o2)c1	2	0	0	-0.2	-1	56*	10	/	4	99
COc1ccccc1OCCCCOc1ccccc1F	-5	3	-1	2.2	-3	-13	11	-35	-6	97
Nn1cnnc1SCC(=O)N1CCc2ccccc2C1	-1	5	1	-2.7	1	14	2	35	-3	100
Cc1cc(NS(=O)(=O)c2ccc(NC(=O)CSc3nc4ncc(Br)cc4[nH]3)cc2)nc(C)n1	0	-4	0	-0.6	1	1	3	11	1	100
Cc1ccc(NC(=O)c2cc(S(=O)(=O)N3CCOCC3)cn2C)cc1F	4	0	-3	0.1	1	-8	14	5	8	101
O=C(c1ccccc1)N1CCN(CC(O)COc2ccc(Br)cc2)CC1 (stereo not given)	-5	5	-7	-0.1	-1	-7	12	7	-1	95
CCOC(=O)C1(C)CCCCCN1C(=O)c1ccc(N(C)C)cc1 (stereo not given)	/	-8	0	0.0	0	0	7	6	0	95
CN1CCN(C(=O)C2CCCN(S(=O)(=O)c3ccc(Cl)cc3)C2)CC1 (stereo not given)	-21	1	4	0.6	0	2	4	-47	6	95
CC(NC(=O)CCN1C(=O)c2ccccc2C1=O)c1ccccc1 (stereo not given)	-11	1	0	0.1	0	-1	19	-19	6	101
COc1cccc2cc(-c3nnc(SCC(=O)NCc4ccccc4)n3C)oc12	3	2	-2	1.7	3	-1	3	-8	2	98
Cc1nn(CC(=O)Nc2ccccn2)c(C)c1Br	2	-4	2	2.2	0	13	32*	-5	2	103
CCOc1ccc(NC(=O)CN(C)C(=O)C2CC(=O)N(c3cccc(SC)c3)C2)cc1OCC (stereo not given)	0	1	0	-2.1	3	3	8	-33	-10	102
CCCCOCCCNC(=O)c1ccccc1OCC	-3	-8	-3	3.0	0	-4	2	10	-3	93
CC(=O)Nc1ccc(N(C(=O)Cc2c[nH]c3ccccc23)C(C(=O)NC2CCCCC2)c2ccco2)cc1 (stereo not given)	7	-7	-7	-1.9	-2	4	5	-11	-3	102
CNC(=S)NNC(=O)Cc1ccc(OC)cc1	-3	-9	1	-1.0	1	3	10	6	10	105
COC(=O)c1c(C(=O)OC)c(-c2ccc(C(C)(C)C)cc2)n2c1CS(=O)C2 (stereo not given)	-6	-1	0	0.5	-1	6	7	-2	-2	106
COc1cccc(N2CCN(CC(=O)Nc3nc(C)c(C(=O)N(C)C)s3)CC2)c1	1	0	3	-1.3	-2	-2	5	-3	3	102
O=C(NCCCN1CCOCC1)C(=O)c1c[nH]c2ccccc12	-4	1	6	-0.3	0	4	4	13	-2	103
CC1OC(C(C)(C)C)CC2=C1C(=O)OC(C)(C)O2 (stereo not given)	/	1	8	/	/	/	/	14	-4	128
CCN(C)C1CN(Cc2cn(Cc3ccc(Cl)cc3)nn2)S(=O)(=O)C1 (stereo not given)	/	-1	-1	/	/	/	/	2	0	100
Cc1cc(C(=O)c2ccccc2)c(NC(=O)CCl)s1	-7	-3	-5	-0.7	5	-6	23	28	1	97
COc1ccc(C(=O)Nc2cc3c(cc2Cl)OCCCO3)cc1	2	0	0	-1.7	-7	-22	-7	-51	2	103
CCOCCCNCc1cccc(OC)c1	2	-3	3	-0.9	1	0	6	-8	0	101
COc1ccc2cc(Br)ccc2c1CC(=O)NC1CC(C)(C)NC(C)(C)C1	-1	1	-7	0.8	-1	9	3	5	7	103
COc1cc(NC(=S)NCCCO)c(OC)cc1Cl	3	-10	2	-0.7	0	1	8	-9	1	110
CCCCCC(=O)N1C[C@@H](n2cc(-c3ccc(F)cc3)nn2)[C@H](O)C[C@@H]1c1ccc(Cl)cc1	-11	14	-5	2.9	6	-12	11	8	-1	96
O=C(c1ccccn1)N1CCN(c2ccc(C(F)(F)F)cn2)CC1	-7	-11	6	0.6	1	2	6	-14	8	99
NC(=O)c1ccc(NCCCN2CCOCC2)c([N+](=O)[O-])c1	-1	0	1	-2.4	1	-1	1	10	-1	101
O=C(COC(=O)/C=C/c1cccc(F)c1)Nc1ccc2[nH]c(=O)[nH]c2c1	1	-4	7	-1.8	1	1	10	11	10	100
CCN(CC)C(=O)CSc1nc(OC)cc(=O)[nH]1	6	10	5	-0.8	2	-4	2	-8	0	97
Cc1ccc(S(=O)(=O)CC(=O)c2ccc3c(c2)OCCO3)cc1	0	-5	-1	-0.1	0	-8	19	-30	0	100
O=C(c1cc2ccccc2oc1=O)N(Cc1cccs1)CC1CCCO1 (stereo not given)	5	-1	-3	-0.8	0	3	13	-18	4	92

Looked up one by one from the entries so far:
SMILES	TLR9-MyD88 block	NOD2-RIPK2 inh	m5-HT2A agonist	MC4R barr agon	N-glyco inh	H9c2 protect	MC4R antagonist	NCOA2 inhibitor	ABHD5-PLIN5 inh	ABCB6 inh MLPCN
O=C(CCCOc1ccc(Br)cc1)NCCc1ccc(OC(F)F)cc1	-11	5	-4	-1.2	-3	-5	2	6	2	98
CCCCN1C(=O)c2ccc(C(=O)NCCN3C(=O)S/C(=C\c4cccnc4)C3=O)cc2C1=O	3	-6	0	1.4	1	4	0	-2	-2	99

Next results follow.
SMILES	TLR9-MyD88 block	NOD2-RIPK2 inh	m5-HT2A agonist	MC4R barr agon	N-glyco inh	H9c2 protect	MC4R antagonist	NCOA2 inhibitor	ABHD5-PLIN5 inh	ABCB6 inh MLPCN
CCOC(=O)c1ccc(COC(=O)c2cc(=O)[nH]c3ccccc23)o1	-1	-6	3	-0.1	2	6	6	0	2	100
CCOC(=O)C1=CC[C@H]2c3c(c4ccccc4n3C)C[C@H]1N2C	-13	3	6	-0.3	-2	4	1	-26	-4	102
CC(C)Oc1ccc2ccccc2c1CNC[C@H]1O[C@@H](n2ccc(=O)[nH]c2=O)[C@H](O)[C@@H]1O	/	0	-5	/	0	2	/	1	1	96
O=[N+]([O-])c1cc(C(F)(F)F)ccc1N1CCN(S(=O)(=O)c2ccc3ccccc3c2)CC1	20	-8	-3	0.7	-10	-13	2	6	1	83
O=C(NNS(=O)(=O)c1ccc(Br)cc1)c1ccccc1-n1cccc1	-6	-6	4	1.0	-1	0	15	-23	-3	102
O=C(CSc1nc2ccccc2c(=O)n1CCCO)Nc1ccc2c(c1)OCCO2	-1	-2	3	-1.2	1	10	13	14	7	98
CC(=O)Nc1ccc(NC(=O)C2CCN(S(=O)(=O)c3ccc4c(c3)OCCO4)CC2)cc1	2	3	-3	-0.9	0	-4	11	14	-11	103
O=CN1CCN(C(C(=O)NC2CCCCC2)c2ccc(Cl)cc2)CC1 (stereo not given)	1	1	2	-0.7	-1	3	6	-17	2	92
CCOC(=O)c1cc(OC)c2cccc(CN3CCC(C)(C(=O)NCCOC)C3)c2c1 (stereo not given)	/	5	3	1.8	1	4	-4	/	5	102
CCC(=O)N1CCc2cc(Br)cc(S(=O)(=O)CCC(=O)NCCOC)c21	6	9	-1	-1.3	1	-3	5	-7	-7	95
O=C1c2ccccc2C(=O)C1(CO)c1ccc(OC(F)F)cc1	-2	4	5	-2.7	-13	-13	1	-67	1	106
CCN1C(=O)N[C@H](c2ccc(Br)cc2)C(C(C)=O)=C1C	-8	-3	-6	-0.6	1	4	4	-18	-4	94
CC(=O)Oc1ccc(CC(C(=O)O)N2C(=O)c3ccccc3C2=O)cc1 (stereo not given)	5	-9	11	0.5	1	6	18	-3	0	98
CCN(CC(=O)Nc1c(F)cccc1F)C(=O)c1ccc2ccccc2n1	-2	-7	-6	0.7	-1	-2	-9	-9	5	94
NS(=O)(=O)c1cc([N+](=O)[O-])ccc1NCc1cccnc1	8	-7	-2	-2.3	1	-1	-3	-5	4	99
COc1ccc2c(C)cc3n[nH]c(=S)n3c2c1	-9	2	3	-1.9	1	10	12	2	-4	99
O=C(CN1CCN(CC(=O)Nc2cccc(F)c2)CC1)NCC1(N2CCOCC2)CCCCC1	8	1	1	-1.3	-1	-4	-3	-9	1	105
Cc1cc(-c2nnc(SCc3ccccn3)o2)no1	-5	-7	-1	-1.1	-1	6	10	5	2	100
COc1ccc(CCC(=O)O)c(C(CC(=O)O)C(=O)O)c1OS(=O)(=O)c1ccc(C)cc1 (stereo not given)	-8	6	2	-1.4	2	0	5	7	6	112
CC(=O)C[C@@H]1OC2CCCCC2N1S(=O)(=O)c1ccc(C)cc1 (stereo not given in full)	/	3	0	/	/	/	/	15	0	/
Cc1ccc(-c2noc(CNS(=O)(=O)c3ccccc3)n2)cc1	1	-2	-9	-1.4	2	0	11	-22	1	93
CCc1nc2c(OCC3CCCCC3)cccn2c1N(C=O)Cc1ccc(OC)cc1	/	1	-3	-0.1	-2	-12	26	-9	-2	94
O=C(CCn1c(=O)[nH]c2ccsc2c1=O)N1CCN(Cc2ccc3c(c2)OCO3)CC1	8	2	0	0.5	-2	1	10	14	4	97
COc1ccc(NC(=O)c2ccc(CNc3c(NC4CCCCC4)c(=O)c3=O)cc2)cc1OC	-5&11	-14&-4	-6&-11	-1.2&-0.9	-1&1	-2&-1	3&4	-25&-30	-4&2	100&107
